Compound activity from PubChem BioAssay.
TTR transcr act: TTR transcription activators in neuroblastoma reporter cells, primary screen, cell-based, luminescence, SH-SY5Y, TTR promoter Gaussia luciferase; hit rate 1.3% among 92,000; activation, % at 16.7 µM; 100% = recombinant luciferase protein wells;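 active means activation above the mean of all tested compounds plus 3 SD, cut at about 9.5% in these data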;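 further: cells exposed to compounds for one day before reading; 0% = median of all test compound wells on the plate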
The depositor's hits bear a star. Some of the compounds tested, so the mix of outcomes need not match the whole.

TTR transcr act,Molecule
-1.2,COC(=O)c1cc(C#N)c(Oc2ccccc2OC)nc1C
-0.3,CN1N=C(/C=C/c2ccccc2)CCC1=O
0.3,COc1ccc(/C=C(\NC(=O)c2ccc(C)cc2)C(=O)NCC2CCCO2)cc1 (configuration not stated)
-1.1,CC(C)OCCCNC(=O)c1ccccc1NC(=O)C1=CSCCO1
-0.2,Cc1ccc(OCCNC(=O)c2ccccc2O)cc1
-0.4,Cc1cc(N2CCCC(C(=O)Nc3ccc4c(c3)CCC4)C2)n2ncnc2n1 (configuration not stated)
4.1,O=S(=O)(c1ccc(F)cc1)c1nc(-c2ccco2)oc1NCCCn1ccnc1
6.5,Cc1oc(-c2ccccc2)nc1CS(=O)CC(=O)O (configuration not stated)
2.7,CCOC(=O)c1cc(C)nc(SC)c1C#N
1.2,CCOC(=O)c1ccc(N[C@@H]2CCN3C(=O)c4ccccc4[C@@H]3C[C@H]2O)cc1
-0.4,CC(=O)Nc1ccc(NC(=O)c2c(C)c(-c3ccccc3)nc3ccccc23)cc1
-6.0,CC1(C)CCC(=O)N2CC[C@H]3C[C@H](OC(=O)Nc4ccc(Br)cc4)C[C@@H]1[C@H]32
0.2,NC(=O)N/N=C/c1ccccc1OC(=O)c1ccccc1Br
-2.3,CCCc1nc(SCC(=O)NC2CCCC2)c2ccccc2n1
-0.6,COc1ccc(Nc2cc(Cl)nc(N)n2)cc1OC
-1.7,COc1ccc(C)cc1S(=O)(=O)N(CC(=O)Nc1cc([N+](=O)[O-])ccc1C)c1ccc(C)c(C)c1
1.1,CCOC(=O)Cc1csc(NC(NC(=O)OCC)(C(F)(F)F)C(F)(F)F)n1
0.2,CNc1c(NC(=O)c2ccc3c(c2)OCO3)c(=O)oc2ccccc12
-1.5,O=C(CNc1cc(S(=O)(=O)N2CCOCC2)ccc1N1CCCC1)Nc1ccc(Cl)cc1F
0.9,COC(=O)c1c[nH]n2c(=O)cc(CCl)nc12

Additional records follow.
TTR transcr act,Molecule
-2.3,Cc1ccc(NC2c3ncccc3C(=O)N2C2CCCCC2)cc1 (configuration not stated)
1.4,COc1cc(C=C2NC(=O)NC2=O)ccc1O
2.0,CC(Oc1cccc(Br)c1)C(=O)N1CCCN(C)CC1 (configuration not stated)
0.2,CCOC(=O)[C@@]12CCC3=C1N(CCC3)C(=O)[C@H](CC(=O)NCc1cccc(C(F)(F)F)c1)C2
-1.3,CN1CC(=O)Nc2ccc(F)cc2C1=O
-1.4,O=C(Nc1ccccc1)Nc1ccccc1-n1ccnc1
3.3,O=C(Cn1cncn1)N/N=C/c1c2ccccc2cc2ccccc12
1.0,CCOc1ccc(CCNC(=O)CCc2nc3ccccc3[nH]2)cc1OCC
1.8,Cc1ccc(NCN2C(=O)C3C4C=CC(C4)C3C2=O)cc1 (configuration not stated)
0.2,CCCCC[C@@H]1C=C(C(=O)O)[C@H](c2ccc(F)cc2)N1S(=O)(=O)c1ccc(C)cc1
-3.0,CCC1CN(C(=O)N2CCC(C(=O)NCCc3ccc(OC)cc3OC)CC2)c2ccccc2O1 (configuration not stated)
7.5,Cn1c(=O)c2c(=O)cc(NNC(=O)C(C)(C)C)[nH]c2n(C)c1=O
1.2,Cc1ccc(N(CCC(=O)O)S(=O)(=O)c2cccc(C(F)(F)F)c2)cc1
1.4,Cc1ccc(OCCOCCNC(C)(C)C)c([N+](=O)[O-])c1
3.0,Cc1cccc(OCc2nnc(SC(C)C(=O)Nc3ccc(N4CCOCC4)cc3)o2)c1 (configuration not stated)
-0.1,O=C(Nc1ccc(Br)c(Br)c1)C1CCCO1 (configuration not stated)
0.2,CCOc1ncccc1C(=O)Nc1nc(C(C)(C)C)cs1
4.1,c1cnc2nc(CSc3ncn[nH]3)cn2c1
2.7,CCCNC(=O)N1CCCC(C(=O)c2cccc(Cl)c2)C1 (configuration not stated)
1.1,Cc1nccn1CCCN1C(=O)CNC1=S

Brought forward from above: 2 compounds, followed by the next part.
TTR transcr act,Molecule
2.7,CCCNC(=O)N1CCCC(C(=O)c2cccc(Cl)c2)C1 (configuration not stated)
1.1,Cc1nccn1CCCN1C(=O)CNC1=S
3.1,Cc1nnc(SCC(=O)NC(=O)NCc2ccco2)s1
1.3,O=C(CNc1cccc(Cl)c1)c1ccc(Br)cc1
0.0,CC1CCN(S(=O)(=O)c2ccc(NC(=O)Cc3ccccc3)cc2)CC1
1.0,N/C(=N\NS(=O)(=O)c1ccccc1Cl)c1ccccn1
0.1,Cc1cc(C(=O)NC2CCCC2)on1
-1.4,Cn1cccc1/C=C(/C#N)C(N)=S
-0.7,CCCN(c1ccc(OCC)cc1)c1ncnc2nc[nH]c12
1.5,N#CCN=C(c1ccccc1)c1ccccc1
-2.1,CCCCCn1c(SCCC(C)C)nc2c1c(=O)[nH]c(=O)n2C
1.1,CCOC(=O)N1CCc2c(sc(NC(=O)Cc3ccccc3)c2C(=O)c2ccc(OC)cc2)C1
3.0,CC(=O)c1ccc(-n2c(C)c(C(C)=O)c3cc(O)ccc32)cc1
-5.7,COC(=O)c1cc(NC(=O)Nc2cccc(Cl)c2)ccc1Cl
-0.1,O=C(Cc1ccc(F)cc1)N1CCN(c2ccc([N+](=O)[O-])cc2)CC1
0.6,N#Cc1ccc(OCCOCCNC2CCCC2)cc1
-0.2,C[C@@H]1CN([C@@H](C)CO)C(=O)CCCn2nncc2CO[C@H]1CN(C)S(C)(=O)=O
1.4,CCCC(=O)NC(c1ccc(Cl)cc1Cl)c1ccc2cccnc2c1O (configuration not stated)
-0.2,CS(=O)(=O)N1CCC(C(=O)Nc2cccc(C(F)(F)F)c2)CC1
0.2,O/N=C\c1cccn1-c1ccc(Br)cc1
0.0,CCCCn1nnnc1C(c1ccccc1)N1CCN(c2cccc(C(F)(F)F)n2)CC1 (configuration not stated)
-1.0,COc1ccc(C(C)=O)cc1COc1cc(C)c(Cl)c(C)c1

The list continues:
TTR transcr act,Molecule
3.9,O=S(=O)(N[C@H](CO)Cc1ccccc1)c1ccc(Br)cc1F
0.3,Cc1ccc(S(=O)(=O)N(C)C)cc1NC(=O)CSc1ncn[nH]1
-0.2,CC(C)[C@H](NS(=O)(=O)/C=C/c1ccccc1)C(=O)OCC(=O)NC(N)=O
-2.0,CC(=O)Nc1ccccc1-c1nc2ccccc2nc1OCC(=O)c1ccc(Br)cc1
-0.5,N#CCCN(C(=O)COC(=O)COc1ccc(Cl)cc1)c1ccccc1
0.5,CC(O)CNc1nc(NCc2ccccc2)c2cnn(C)c2n1 (configuration not stated)
3.1,COc1cccc(OC)c1C(=O)Nc1nc2ccc([N+](=O)[O-])cc2s1
0.7,COc1cc(/C=C/CN2CCN(CCC(C)C)C(CCO)C2)ccc1O (configuration not stated)
1.5,S=C1NCN(C2CCCCC2)CN1CCc1ccccc1
-0.2,CC(=O)N1CCCc2cc(S(=O)(=O)N(C)CC(=O)Nc3ccccc3)ccc21
1.3,COC(=S)Nc1cccc(C(F)(F)F)c1
-1.0,CSc1cccc(NC(=O)CCNS(=O)(=O)c2ccc3[nH]c(=O)oc3c2)c1
-1.0,c1ccc2cc(N3CCCCC3)ccc2c1
0.8,O=C(N/N=C/c1cccn1-c1cccc(C(=O)O)c1)Nc1ccccc1
3.2,CCOc1cc2[nH]c(=O)n(Cc3ccccc3)c(=O)c2cc1OCC
-2.3,O=C(NNC(=O)c1cnccn1)c1ccc(Cl)cc1
-1.1,C[C@@]12C(=O)N(CCc3c[nH]c4ccccc34)CC(=O)N1[C@H]1c3ccccc3OC[C@@H]1[C@@H]2c1ccccc1
8.6,CC1CC(C)CN(S(=O)(=O)c2ccc(NC(=O)CCN3C(=O)C4CC=CCC4C3=O)cc2)C1 (configuration not stated)
2.9,CCC(C)n1c(/C=C/c2ccccc2)nc2ccccc21 (configuration not stated)
-1.1,Cc1ccc(CN(C)C(=O)CCc2c[nH]c3ccccc23)o1

The results go on:
TTR transcr act,Molecule
0.2,Cc1ccc(C(=O)Nc2ccccc2N2CCCCC2)cc1[N+](=O)[O-]
-4.2,O=C(OC1CCCCC1)c1ccc(NC(=O)C2CCCCC2)cc1
-1.4,Cc1ccc2[nH]c3c(NCCN4CCOCC4)ncnc3c2c1
-0.4,O=C(Nc1ccc(OC(F)(F)F)cc1)Nc1c(-c2ccccc2)nc2ncccn12
-0.9,O=C(CN1c2cccc3cccc(c23)S1(=O)=O)Nc1cccc(S(=O)(=O)N2CCOCC2)c1
-1.6,O=C(CCC(=O)N1CCOCC1)NCCc1ccc(F)cc1
-0.5,COC(=O)c1ccc(OC(=O)c2ccccc2F)cc1
-0.6,Cn1nc(-c2ccc(OCC(=O)Nc3cccnc3)cc2)c2ccccc2c1=O
-2.4,CCOC(=O)C1CCN(Cc2nc3ccccc3c(=O)n2-c2ccc(OCC)cc2)CC1
-0.3,Cc1cc(C)cc(OCC(=O)Nc2ccccc2C(=O)N2CCOCC2)c1
3.0,CN1CCN(/N=C/c2nc(-c3cccc([N+](=O)[O-])c3)n3ccccc23)CC1
2.3,O=[N+]([O-])CC(c1ccccc1)c1c[nH]c2ccccc12 (configuration not stated)
-5.2,O=C(NCC1COc2ccccc2O1)c1ccc(NC(=O)C2CCCO2)cc1 (configuration not stated)
-0.1,Cn1cccc1/C=N/NC(=O)c1ccncc1
-0.7,N#Cc1ccccc1OCCCN1CCC(Cc2ccccc2)CC1
0.1,CN1CCN(C2CCN(S(=O)(=O)c3ccc(C(C)(C)C)cc3)CC2)CC1
-0.4,CC(C)=C1C2CCC1C1C(=O)N(c3nc(-c4ccc(C(C)C)cc4)c(C)s3)C(=O)C21 (configuration not stated)
1.1,CCC(C)(C)C1CCc2[nH]nc(C(=O)NCc3ccc(OC)cc3)c2C1 (configuration not stated)
2.6,Cn1c2ccccc2c(=O)c2c(=O)n(Cc3ccco3)c(-c3ccc(F)cc3)nc21
-0.5,N/C(=N\N=C\c1ccc2c(c1)OCO2)c1nonc1N

A different layout for some results above.
CCC(C)(C)C1CCc2[nH]nc(C(=O)NCc3ccc(OC)cc3)c2C1 (configuration not stated)
- TTR transcr act: 1.1

O=[N+]([O-])CC(c1ccccc1)c1c[nH]c2ccccc12 (configuration not stated)
- TTR transcr act: 2.3

O=C(NCC1COc2ccccc2O1)c1ccc(NC(=O)C2CCCO2)cc1 (configuration not stated)
- TTR transcr act: -5.2

(more compounds)
TTR transcr act,Molecule
-1.6,Cc1csc(N=Cc2ccc([N+](=O)[O-])o2)n1
-0.7,COc1ccccc1NS(=O)(=O)c1ccc2oc(SCC(=O)N3CCNC3=O)nc2c1
1.6,C=CCN(CC=C)C(=S)Nc1ccccc1
0.1,CCCn1nc(C(=O)NNC(=O)c2ccc(C)c(C)c2)c2ccccc2c1=O
2.3,CC(=O)N1c2c(cc(Br)cc2S(=O)(=O)NCC2COc3ccccc3O2)CC1C (configuration not stated)
0.9,CCOc1cc(/C=N/Nc2ccccc2Cl)ccc1OCC(=O)O
7.5,CCOC(=O)CSc1nc2sc3c(c2c(=O)[nH]1)CC(C)(CC)OC3 (configuration not stated)
0.1,Clc1cccc(/C=N/Nc2nc(Cl)nc3ccccc23)c1
-0.5,COC(=O)c1c(SCC(=O)Nc2ccc(C)c(C)c2)nc(=O)[nH]c1C
-0.9,O=C(Nc1ccnn1C1CCN(Cc2ccc(OC(F)F)cc2)CC1)C1CCCC1
3.2,O=C(CNC(=O)c1ccc(S(=O)(=O)N2CCCC2)cc1)N/N=C/c1ccccc1
-0.9,CSc1nc(=NC(C)=O)ss1
1.9,C/C(=N\Nc1nc(-c2ccc(C)cc2C)cs1)c1cc2ccccc2oc1=O
1.4,CSc1ccccc1NC(=O)c1ccc2c(c1)CCN2S(C)(=O)=O
-0.3,CCNC(=O)NC(=O)C(C)N1C(=O)NC(c2ccccc2)(c2ccccc2)C1=O (configuration not stated)
4.8,Cc1nc2ccc(S(=O)(=O)NCC(=O)N3CCN(c4ccccn4)CC3)cc2s1
-1.7,CCCN1C2CCCC1CC(NC(=O)c1ccc(Br)cc1)C2 (configuration not stated)
0.3,CC(C)OCCCNC(=O)Cc1ccc(Br)cc1
-0.3,CC(=O)c1sc(N)c(C(=O)OC(C)C)c1C
1.3,O=C(CS(=O)(=O)Cc1ccccc1)Nc1ccc(Cl)cn1

Some of the entries above in another layout:
Molecule	TTR transcr act
CCNC(=O)NC(=O)C(C)N1C(=O)NC(c2ccccc2)(c2ccccc2)C1=O (configuration not stated)	-0.3
Cc1nc2ccc(S(=O)(=O)NCC(=O)N3CCN(c4ccccn4)CC3)cc2s1	4.8
CCCN1C2CCCC1CC(NC(=O)c1ccc(Br)cc1)C2 (configuration not stated)	-1.7

Further records follow:
TTR transcr act,Molecule
-6.0,Clc1ccc(-c2nnc(CSc3nnc(-c4cccs4)o3)o2)cc1
-0.6,CCOC(=O)c1c(O)cc(C)cc1Nc1ccccc1
-0.5,O=C(NCCCCc1ccccc1)C1CCCC1
-0.1,O=C(c1ccccc1Cl)N1CCN(c2ncccn2)CC1
1.1,O=C(CSc1nc(-c2ccccc2)c(-c2ccccc2)[nH]1)NCc1ccco1
3.7,C=C(C)C1Cc2cc3ccc(=O)oc3cc2O1 (configuration not stated)
-1.7,O=C(Cc1ccc(F)cc1)Nc1cccc(-c2cn3c(n2)SCC3)c1
-2.3,O=c1c2ccccc2nc(/C=C/c2ccc([N+](=O)[O-])cc2)n1CCCO
0.8,C/C(=N\NC(=O)c1ccc(O)cc1)c1cc2ccccc2o1
7.2,O=C(c1ccc(Cl)cc1)c1cnc2ccccn12
1.2,Cc1ccc(C)c(CSc2ncccc2C(=O)O)c1
1.7,CCCC/C=C1/C(c2ccccc2)N(Cc2ccc(OC)cc2OC)C2=NC(c3ccccc3)CC(=O)N21 (configuration not stated)
-1.4,O=C(CCCN1C(=O)c2ccccc2C1=O)Nc1ccccc1
6.0,COc1ccc(-c2oc3ncnc(N)c3c2-c2ccccc2)cc1
-3.3,Cc1ccc(S(=O)(=O)Nc2ccc(N=Nc3ccc(O)cc3)cc2)cc1
0.9,O=C(NCC1CCCCC1)NCC1CCCCC1
1.3,CC(=O)N1CCN(Cc2nc3cc(NC(=O)Nc4ccccc4)ccc3n2C)CC1
0.8,O=C(O)c1ccccc1-c1csc(-c2ccccc2)n1
